Rev-erbA mod – modulates human Rev-erb alpha binding to DNA | P20393 | AID 1259318 | 370,000 tested, 0.79% active | activity, % at 10 µM | Rev-erbα–FITC-DNA binding, fluorescence polarization, 90 min;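 active means activity above about 14%, limit read from the data; passing the limit was not always enough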;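 further: 0% = DMSO wells with 35 nM protein and 100% = DMSO wells with 750 nM protein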
Target sequence (P20393 whole entry, looked up): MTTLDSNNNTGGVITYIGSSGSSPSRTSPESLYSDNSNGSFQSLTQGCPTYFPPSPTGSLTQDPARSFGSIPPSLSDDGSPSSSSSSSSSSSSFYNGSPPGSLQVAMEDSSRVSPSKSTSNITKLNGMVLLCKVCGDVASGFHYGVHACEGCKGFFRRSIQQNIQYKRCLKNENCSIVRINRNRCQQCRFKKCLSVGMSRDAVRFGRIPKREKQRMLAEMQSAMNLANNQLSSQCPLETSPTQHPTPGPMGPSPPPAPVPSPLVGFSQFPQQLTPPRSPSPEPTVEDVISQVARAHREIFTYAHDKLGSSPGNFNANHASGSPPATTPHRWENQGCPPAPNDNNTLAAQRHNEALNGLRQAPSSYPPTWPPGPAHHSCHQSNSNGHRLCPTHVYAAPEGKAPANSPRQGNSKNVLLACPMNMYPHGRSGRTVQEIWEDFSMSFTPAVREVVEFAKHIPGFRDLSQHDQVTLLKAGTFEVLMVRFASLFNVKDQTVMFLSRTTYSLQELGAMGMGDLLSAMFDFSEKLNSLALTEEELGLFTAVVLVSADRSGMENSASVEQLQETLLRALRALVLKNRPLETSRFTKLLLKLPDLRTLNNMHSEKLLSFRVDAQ
GAA850 FXN act – increases GAA850 frataxin promoter reporter activity; HEK293 lucGAA850 FXN promoter luciferase reporter, 24 h; percent of 10 µM SAHA response; activation, % at 6 µM; 360,000 tested, 0.56% active; AID 540364;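 active means activation above the average of all compounds screened plus 3 SD, cutoff fixed separately per campaign, cut at about 7.5% in these data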;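 further: 0% = DMSO wells and 100% = 10 µM SAHA wells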
DAX1 inh-1 – inhibits human nuclear receptor DAX1; P51843; HEK293 Gal4-DAX1 luciferase reporter, luminescence; inhibition, % at 6.75 µM; 340,000 tested, 0.99% active; AID 504766;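 active means inhibition above the mean over all tested compounds plus 3 SD, cut at about 4.2% in these data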;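 further: 0% = DAX1-transfected cells with DMSO and 100% = empty-vector control cells with DMSO; inhibition shows as a rise in luminescence from relieved DAX1 repression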
ssDAF-12 act – activates DAF-12 receptor from parasite S. stercoralis | AID 652126 | activation, % at 6.8 µM | 370,000 tested, 1% active | HEK293 ssDAF-12/GRIP1 lit1-tk-luc reporter, luminescence; % of 3 µM dafachronic acid response;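 active means activation above the mean over all tested compounds plus 3 SD, cut at about 0.9% in these data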;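 further: 0% = DMSO-only wells and 100% = 3 µM delta7-dafachronic acid wells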
hgDAF12 agonist – hgDAF-12 agonism, primary luciferase screen; AID 687014; 370,000 tested, 1.8% active; activation, % at 6.8 µM; HEK293 GAL4-hgDAF12 UAS-luciferase reporter, agonist luminescence; normalized to butyrate control;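 active means activation above a cutoff set at the mean of all screened compounds plus 3 SD, cut at about 10% in these data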;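 further: 0% = DMSO wells and 100% = sodium butyrate wells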
SMARCA2 activ – increases SMARCA2 function in MMTV reporter cells. AID 652017. MG213 cells, MMTV-luciferase reporter, dexamethasone, overnight. activation, % at 9.1 µM. 370,000 tested, 1% active; in the data active means activation above about 7.8%;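 further: 0% = vehicle wells and 100% = reference activator wells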
PLCb3 inh – blocks human PLC-beta3 enzyme activity; Purified PLC-beta3, fluorogenic substrate, fluorescence; 370,000 tested, 0.18% active; inhibition, % at 12.2 µM; Q01970; in the data active means inhibition above about 11%;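 further: 0% = median of compound wells on plate and 100% = full blocker control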
HGIII-sPLA2 inh – Blocks human group III sPLA2 activity; Q9NZ20; QFRET BODIPY PC-A2 liposome hydrolysis, fluorescence; inhibition, % at 12.2 µM; 370,000 tested, 0.56% active; AID 743126;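 active means inhibition above mean plus 3 SD of compounds lying within the high and low control bounds, cut at about 19% in these data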;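 further: 0% = median of test compound wells and 100% = no enzyme DMSO wells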
Target sequence (Q9NZ20 whole entry, looked up): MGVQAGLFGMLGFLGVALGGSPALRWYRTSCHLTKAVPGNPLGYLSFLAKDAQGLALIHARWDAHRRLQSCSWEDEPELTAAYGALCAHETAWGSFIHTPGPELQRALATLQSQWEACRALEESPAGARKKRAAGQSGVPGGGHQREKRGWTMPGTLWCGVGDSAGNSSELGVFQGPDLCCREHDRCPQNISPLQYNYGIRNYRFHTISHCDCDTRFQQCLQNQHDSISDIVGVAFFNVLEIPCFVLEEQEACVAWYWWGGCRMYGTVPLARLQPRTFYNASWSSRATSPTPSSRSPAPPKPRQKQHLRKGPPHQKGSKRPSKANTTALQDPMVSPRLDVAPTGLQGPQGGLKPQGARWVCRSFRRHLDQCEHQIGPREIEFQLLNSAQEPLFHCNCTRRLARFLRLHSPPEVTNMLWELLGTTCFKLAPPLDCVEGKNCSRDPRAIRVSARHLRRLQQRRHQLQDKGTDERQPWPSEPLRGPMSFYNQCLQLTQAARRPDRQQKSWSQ
DAX1 inh-2 – blocks DAX1 repression of SF-1 activated StAR promoter; HEK293T StAR-luciferase reporter, SF-1/DAX-1 repression relief; inhibition, % at 6.8 µM; 370,000 tested, 1.1% active; AID 652010;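 active means inhibition above the mean over all tested compounds plus 3 SD, cut at about 3.6% in these data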;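 further: 0% = DAX-1 cells with DMSO and 100% = cells lacking DAX-1 with DMSO; higher inhibition means more luminescence from relief of DAX-1 repression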
hcDAF-12 act – H. contortus DAF-12 activation, primary screen; HEK293 hcDAF-12 lit1-tk-luc reporter, luminescence; 0% DMSO, 100% Δ7-dafachronic acid; activation, % at 6.8 µM; 370,000 tested, 1.4% active;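 active means activation above the mean of all tested compounds plus 3 SD, cut at about 5.5% in these data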;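 further: 100% = response to 3 µM Δ7-dafachronic acid high control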
PG9 binder – PG9 antibody binding by small molecule; inhibition, % at 6.7 µM; TR-FRET gp120-PG9 antibody binding; 360,000 tested, 0.43% active; in the data active means inhibition above about 8.5%
* = called active by the depositor; i = inactive; nt = not tested or not shown; & = joins results of further samples.

SMILES	Rev-erbA mod	GAA850 FXN act	DAX1 inh-1	ssDAF-12 act	hgDAF12 agonist	SMARCA2 activ	PLCb3 inh	HGIII-sPLA2 inh	DAX1 inh-2	hcDAF-12 act	PG9 binder
CCOc1ccccc1NC(=O)c1cc(-c2ccncc2)nc2c(Cl)cccc12	-5	1.1	-1.0	-1.5	-2.6	0	0	-3	-0.9	0.1	-1.4
CCOC(=O)Cn1c(=O)c2c(nc(N3CCOCC3)n2C)n(C)c1=O	-9	0.8	0.8	-1.8	-1.5	-1	7	0	0.5	0.2	-1.4
CCOC(=O)c1c(C)nc2ccccn12	-4	-0.6	-0.1	-1.2	2.1	0	-1	8	0.8	1.6	-3.5
NC(=O)CC(NC(=O)Cc1cccc2ccccc12)c1ccc(NC2CCCCCC2)c([N+](=O)[O-])c1 (stereo not given)	5	2.5	0.3	-0.9	0.2	0	-2	-4	-0.3	0.8	0.4
O=C(N/N=C/c1ccc(N2CCOCC2)s1)c1ccc(O)cc1	-10	2.0	2.4	-0.8	6.1	3	-129	-6	2.4	0.3	-26
COc1ccccc1OCc1n[nH]c(=S)n1Cc1ccccc1	0	0.1	-0.8	-1.0	2.0	-4	-6	7	0.1	-1.6	2.3
O=C(NC1CC1(c1ccccc1)c1ccccc1)c1ccccc1 (stereo not given)	-1	0.0	1.5	-1.8	-3.0	-3	-6	-3	-0.9	-1.4	0.3
CCc1ccc(/C(C)=N/NS(=O)(=O)c2ccc(OC)cc2)s1	-1	-0.3	0.5	0.8	0.5	-2	-12	2	1.4	-1.5	-1.2
Nc1nnc(SCC(=O)NC23CC4CC(CC(C4)C2)C3)s1	-6	2.2	-0.3	-1.2	-3.6	-2	-2	3	-1.0	0.5	0.8
CCN1CCN(C(=O)C2CCC(=O)N(Cc3cccc(C(F)(F)F)c3)C2)CC1 (stereo not given)	-6	1.4	-0.2	-1.2	-0.2	-2	-4	-4	0.1	-1.4	-1.6
NC(=O)c1ccccc1NC(=O)CN1CCCCCC1	0	3.1	0.1	-1.1	-0.2	1	-7	5	0.2	0.2	-0.9
CC1(CC(=O)NNC(=O)Nc2ccccc2)OCCCO1	-1	1.2	1.1	-1.4	0.5	0	2	6	-0.1	-1.8	-0.6
COc1cc(C)ccc1OCc1cc(C(=O)NC(c2ccccn2)C(F)(F)F)no1 (stereo not given)	-6	-0.2	-1.1	-1.1	3.5	1	0	-15	-1.8	-0.5	-2.2
COc1ccc2[nH]c(=O)c(CN(C(=O)c3ccccn3)c3ccccc3)cc2c1	0	1.3	1.0	-1.3	0.7	1	-4	5	-0.1	0.1	2.4
Cc1cc(C)c2oc(=O)cc(CN3CCC(C)CC3)c2c1	5	0.5	3.6	-1.2	-0.9	1	-20	-2	0.1	0.4	-0.4
COc1ccc(NC(=O)COC(=O)CNC(=O)C2CCCCC2)cc1	-9	0.1	0.0	-1.5	-1.1	-2	0	0	-0.1	-0.9	-0.2
CCc1cccc(NC(=O)C(NC(=O)C2CCCCC2)C(C)C)c1 (stereo not given)	2	0.5	0.4	-0.9	2.0	1	-6	0	0.5	-0.8	-2.5
CCCCOc1ccc(C(=O)CCN2CCCCC2)cc1	3&-4	1.7	3.1	-0.9	1.6	-4	6	-4	-0.5	2.2	0.1
Fc1ccc(-c2nnc(SCc3cccnc3)o2)cc1	3	2.6	nt	-0.8	7.8	6	1	2	0.8	0.1	0.4
CC1CN(S(=O)(=O)c2cccc(C(=O)OC/C(O)=C(\C#N)c3nc4ccccc4[nH]3)c2)CC(C)O1 (stereo not given)	-2	4.3	0.1	-0.5	2.0	-2	-12	-3	-0.1	2.9	-1.7
OC1(c2ccc(Cl)cc2)CCN(Cc2nc(-c3cnccn3)no2)CC1	-6	-1.5	-0.5	-1.6	-0.6	-4	-8	7	-0.6	2.5	-2.4
COc1ccc(N(C(=O)CNC(=O)c2ccco2)C(C(=O)NCC2CCCO2)c2ccc(OC)c(OC)c2)cc1 (stereo not given)	1	-1.1	0.3	-1.2	-0.8	2	-5	0	0.1	-0.8	-0.6
CCOC(=O)/C(=C\Nc1ccc(OCc2ccccc2)cc1)NC(=O)c1ccccc1	-1	nt	nt	-1.0	4.3	2	0	-12	-0.7	-0.6	-3.2
O=C1CC(=O)N2CCSC2=N1	-9	-0.2	-0.1	-1.5	5.0	-1	7	1	-0.1	-0.8	0.7
Oc1ccc(C=Nc2ccccc2-c2nc3ccccc3[nH]2)c(O)c1	2	2.3	-0.1	-1.0	9.0	4	i	-5	2.2	1.9	-1.1
Nc1c(Br)cc2oc(-c3ccccc3)nc2c1Br	1	7.9*	5.0*	1.1*	7.5	9.5*	-26	-1	2.0	7.4*	-2.9
CCOC(=O)C(C(=O)OCC)[C@@H]1CS(=O)(=O)C[C@H]1C(C(=O)OCC)C(=O)OCC	1	-1.2	3.9	-0.6	-1.8	-1	4	-1	-0.6	0.9	0.5
COc1ccc(C2CC(=O)C(C=NCCO)=C(O)C2)cc1 (stereo not given)	3	0.4	0.3	-0.9	-0.9	3	-7	1	-0.2	-1.3	-3.2
O=C(NCc1ccc2c(c1)OCO2)c1cccc(S(=O)(=O)N2CCCC2)c1	0	1.2	0.2	-0.6	0.6	-3	-8	3	-1.6	-0.4	-2.4
COc1cc(C2C(C(=O)c3ccc(C)o3)=C(O)C(=O)N2c2cc(C)on2)ccc1O (stereo not given)	-5	-2.0	-0.3	-1.2	1.5	0	-5	-3	0.1	-0.2	-0.9
COc1ccc2oc(=O)c(C(=O)N3CCN(C(=O)c4ccco4)CC3)cc2c1	-3	-3.1	-0.2	-0.9	-0.8	-3	i	-2	0.2	1.2	-0.2
Cc1ccc(C(=O)NCC(=O)Nc2cc(C)ccn2)cc1	1	2.3	1.0	-0.1	5.4	2	-10	8	4.8*	3.7	3.4
Nc1nc(-c2ccc(Cl)cc2)cs1	-1	nt	nt	0.0	4.6	9.1*	-6	15	3.4	1.8	-1.8
COC(=O)c1ccncc1N	nt	2.2	0.0	-0.9	2.4	1	-129	1	-0.3	-0.5	0.6
CCOC(=O)C1=C(O)/C(=C/N(C)C)N=C1C	4	-0.8	1.0	-1.1	-0.7	0	-11	-4	-0.5	-0.2	-1.9
O=C(NCc1ccccc1)N(Cc1cc2cc3c(cc2[nH]c1=O)OCO3)CC1CCCO1 (stereo not given)	5	0.9	-0.6	-0.9	-0.3	1	-17	-2	0.0	-0.3	2.6
O=C(O)c1cc(C(F)(F)F)nc2c(C(F)(F)F)cccc12	5	-2.1	0.3	-0.5	-0.3	0	-5	13	0.1	0.4	0.5
CCOc1ccccc1NC(=O)CSc1nnc(-c2cnccn2)n1CC	6	2.4	2.8	-1.2	0.1	-1	3	-3	-0.3	-0.1	-2.2
CC(=O)c1cc2c(cc1NC(=O)CN1CCN(c3cccc(C(F)(F)F)c3)CC1)OCO2	-1	-1.4	3.7	-0.9	2.1	-2	2	5	0.5	-1.0	2.1
COc1ccc(-c2cc(C(=O)Nc3cc(S(N)(=O)=O)ccc3C)c3ccccc3n2)cc1OC	9	0.8	3.0	-0.6	-2.3	-2	-179	-15	-0.7	-2.2	1.0

2 of these compounds in a different format:
Molecule | Rev-erbA mod | GAA850 FXN act | DAX1 inh-1 | ssDAF-12 act | hgDAF12 agonist | SMARCA2 activ | PLCb3 inh | HGIII-sPLA2 inh | DAX1 inh-2 | hcDAF-12 act | PG9 binder
CCOC(=O)Cn1c(=O)c2c(nc(N3CCOCC3)n2C)n(C)c1=O | -9 | 0.8 | 0.8 | -1.8 | -1.5 | -1 | 7 | 0 | 0.5 | 0.2 | -1.4
COc1ccc(-c2cc(C(=O)Nc3cc(S(N)(=O)=O)ccc3C)c3ccccc3n2)cc1OC | 9 | 0.8 | 3.0 | -0.6 | -2.3 | -2 | -179 | -15 | -0.7 | -2.2 | 1.0

Results in HGIII-sPLA2 inh, PG9 binder and SMARCA2 activ, for some of the entries so far:
| molecule | HGIII-sPLA2 inh | PG9 binder | SMARCA2 activ |
| --- | --- | --- | --- |
| COc1ccc(N(C(=O)CNC(=O)c2ccco2)C(C(=O)NCC2CCCO2)c2ccc(OC)c(OC)c2)cc1 (stereo not given) | 0 | -0.6 | 2 |
| CCOC(=O)/C(=C\Nc1ccc(OCc2ccccc2)cc1)NC(=O)c1ccccc1 | -12 | -3.2 | 2 |
| O=C1CC(=O)N2CCSC2=N1 | 1 | 0.7 | -1 |
| Oc1ccc(C=Nc2ccccc2-c2nc3ccccc3[nH]2)c(O)c1 | -5 | -1.1 | 4 |
| Nc1c(Br)cc2oc(-c3ccccc3)nc2c1Br | -1 | -2.9 | 9.5* |
| CCOC(=O)C(C(=O)OCC)[C@@H]1CS(=O)(=O)C[C@H]1C(C(=O)OCC)C(=O)OCC | -1 | 0.5 | -1 |

Following part:
SMILES	Rev-erbA mod	GAA850 FXN act	DAX1 inh-1	ssDAF-12 act	hgDAF12 agonist	SMARCA2 activ	PLCb3 inh	HGIII-sPLA2 inh	DAX1 inh-2	hcDAF-12 act	PG9 binder
C=CCn1c(SCC(=O)N2CCOCC2)nnc1C(C)NC(=O)c1ccccc1 (stereo not given)	6	1.2	-0.5	-0.4	0.5	-2	-3	6	-0.5	-1.8	-0.6
Cn1cnc2nc(Cl)nc(Cl)c21	-3	-6.4	-2.0	-0.3	2.1	-1	9	-6	-0.8	1.2	-2.3
COc1ccc(NC(=O)CCCOc2ccc(C)cc2)cc1S(=O)(=O)N1CCCCC1	-3	0.7	-1.3	-1.7	1.5	-8	-1	1	-1.6	-1.0	0.1
Cc1ccc(CC2(C)C(=O)Nc3c(Cl)ccc(Cl)c32)cc1 (stereo not given)	12	-3.1	nt	-1.3	-1.2	2	2	-6	-1.3	-1.5	1.6
O=S(=O)(NCC(c1ccco1)N1CCN(c2ccccc2F)CC1)c1ccc(F)cc1 (stereo not given)	0	-1.3	0.6	-1.2	1.0	0	2	-27	0.5	-3.0	-0.9
CC(C)(C)c1nnc(N/N=C/c2ccccc2O)n(N)c1=O	2	-15	-5.5	-1.6	-2.3	-4	3	4	-0.6	0.4	0.8
O=C(Nc1ccccc1Sc1ccccc1)c1ccc(F)cc1	-4	3.5	-1.0	-1.4	3.4	0	-4	-2	-0.1	-2.1	-0.7
CCCCN(C)c1c(C)nc2ccc(C(=O)Nc3ccc(OC)c(OC)c3)cn12	13	0.3	nt	-1.3	-3.4	-3	-12	-4	-0.5	-2.8	-0.6
COc1ccc(S(=O)(=O)N2CCN(C(=O)c3ccc(NC(C)=O)cc3)CC2)cc1	1	1.5	0.5	-1.5	-2.1	-4	-13	11	-0.1	-1.1	0.5
O=C(Cn1ccc2ccccc2c1=O)NCC1COc2ccccc2O1 (stereo not given)	-1	-0.6	-1.1	-0.7	0.5	2	-6	8	-0.1	-1.4	17*
O=S(=O)(c1ccc2c(c1)OCCO2)N1CCc2ccccc21	1	-0.1	0.3	-1.7	-1.1	-3	-2	-6	-0.9	-1.1	-1.8
COc1cc(NC(=S)NCC2CCCO2)c(OC)cc1Cl (stereo not given)	1	0.6	-1.4	-1.1	-0.7	0	4	5	-0.1	3.3	-0.4
Nc1ncnc2c1ncn2[C@@H]1O[C@H](CNCc2ccc(-c3cc(C(F)(F)F)ccc3Cl)o2)[C@@H](O)[C@H]1O	5	6.0	-0.9	-1.5	-7.2	-6	3	1	3.3	-1.0	0.1
COc1cc(NC(=O)c2ccccc2[N+](=O)[O-])c(C(=O)O)cc1OC	2	1.4	1.3	-1.2	3.0	-1	4	0	0.4	-0.4	-1.3
